Source: PubChem BioAssay
ELG1 repair inh – inhibitors of ELG1-dependent DNA repair in HEK293T cells; HEK293T ELG1-luciferase reporter, luminescence, 16 h; DNA damage induced by 5-fluorouridine; Potency, µM (doses to about 46.1 µM), without a hit: at the top dose activity change, negative = inhibition, usual class: inhibitors; 330,000 compounds, 2.3% hits; AID 504467; also: potency is read from the fitted curve at half-maximal effect; % is scaled to controls: 0 for no effect and ±100 for the full control effect; nearly all actives have a fitted effect of over 55% in size
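HEK293T cells expressing luciferase-tagged ELG1 (2,000/well) received 5-Fluorouridine plus compound or DMSO for 16 hr at 37 °C. Luciferase was read by ONE-Glo luminescence after 30 min at room temperature.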
FLuc modulator – counter-screen for miR-21 project: firefly luciferase inhibitors or activators | P08659 | purified FLuc, Km substrates, luminescence inhibition | AID 588342 | Potency, µM (titrated, usually from 57.5 µM), without a hit: top-dose activity change, negative = inhibition, hits mostly inhibitors | 360,000 compounds, 6.9% hits;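 also: potency is read from the fitted curve at half-maximal effect; plate controls were vehicle for no effect and reference inhibitor for full effect; nearly all actives have a fitted effect of over 55% in size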
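Purified P. pyralis luciferase, 10 nM final, with Km-level 10 uM D-luciferin and 10 uM ATP in 50 mM Tris acetate pH 7.5, 10 mM Mg acetate, 0.01% Tween-20, 0.05% BSA; 6-point qHTS titration about 60 µM downward; luminescence read.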
Tb PFK block – inhibitors of T. brucei phosphofructokinase; T. brucei PFK, ADP-Glo luminescence; AID 485367; 330,000 compounds, 0.17% hits; O15648; Potency, µM (titrated, usually from 57.5 µM), inactives show at the top dose activity, negative = inhibition, most hits filed as inhibitors;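 also: potency is read from the fitted curve at half-maximal effect; 0% = uninhibited 1x PFK enzyme wells and -100% = no-enzyme wells; nearly all actives have a fitted effect of over 60% in size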
Target sequence (O15648 whole entry, looked up): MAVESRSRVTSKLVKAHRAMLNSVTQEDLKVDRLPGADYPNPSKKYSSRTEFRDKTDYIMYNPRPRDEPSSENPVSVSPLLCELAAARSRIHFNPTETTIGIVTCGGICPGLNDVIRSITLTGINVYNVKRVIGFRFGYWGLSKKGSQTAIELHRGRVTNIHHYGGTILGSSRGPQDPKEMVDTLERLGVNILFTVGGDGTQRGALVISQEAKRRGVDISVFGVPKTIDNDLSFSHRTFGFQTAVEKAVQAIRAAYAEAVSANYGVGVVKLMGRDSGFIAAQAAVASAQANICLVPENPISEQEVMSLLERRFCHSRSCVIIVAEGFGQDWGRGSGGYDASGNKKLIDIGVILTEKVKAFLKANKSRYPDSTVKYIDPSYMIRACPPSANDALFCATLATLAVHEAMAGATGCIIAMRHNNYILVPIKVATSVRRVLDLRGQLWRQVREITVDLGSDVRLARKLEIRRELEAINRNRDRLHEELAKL
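In TEA buffer at pH 8.0 with 5 mM MgCl2, enzyme (1.25 nM) converted F6P (0.5 mM) and ATP (0.1 mM) for 45 min at room temperature. ADP product was read by luciferase luminescence.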
NPC1 prom act – NPC1 promoter activation | Huh7 NPC1 promoter luciferase reporter, 24 h | Potency, µM (top dose mostly 9.22 µM), without a hit: at the highest dose activation, actives largely listed as activators | 320,000 compounds, 2.4% hits | AID 485313;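 also: potency is read from the fitted curve at half-maximal effect; % of control where 0% means no effect; nearly all actives have a fitted effect of over 60% in size; reporter is driven by a mutant NPC1 promoter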
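Huh7 reporter cells (NPC1 promoter driving luciferase) are dosed with compound for 24 h at 37 °C, 5% CO2; luciferase detection reagent is then added and luminescence measured after 10 min at ambient temperature.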
Gal4-VP16 FLuc – inhibits Gal4-VP16 luciferase reporter, ROR gamma counter-screen | 310,000 compounds, 3.5% hits | AID 2546 | Drosophila S2 Gal4-VP16 UAS-luciferase, luminescence, 20 h | Potency, µM (highest dose often 53.6 µM), inactives show at the top dose activity, negative = inhibition, hits mostly inhibitors;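 also: Gal4-VP16 expression switched on by copper sulfate through the metallothionein promoter; potency is read from the fitted curve at half-maximal effect; % is scaled to controls: 0 for no effect and ±100 for the full control effect; nearly all actives have a fitted effect of over 50% in size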
ELG1 genotoxic – induces genotoxicity in HEK293T cells with luciferase-tagged ELG1. HEK293T ELG1-luciferase reporter, luminescence, 16 h. 330,000 compounds, 1.3% hits. AID 504466. Potency, µM (doses to about 46 µM), inactives show at the highest dose activity change, positive = activation, hits mostly activators; also: potency is read from the fitted curve at half-maximal effect; % of control where 0% means no effect; nearly all actives have a fitted effect of over 60% in size
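Reporter readout depends on ELG1 protein level, which increases with genetic stress. After 16 hr compound exposure at 37 °C, luciferase activity was quantified using ONE-Glo.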
TRPV1 agonist – human TRPV1 agonism; TRPV1-expressing cells, Fluo-8 calcium influx, agonist mode; activation, % at 8.33 µM; AID 540275; Q8NER1; 320,000 compounds, 0.19% hits; in the data active = activation above about 80%; inconclusive = between about 30% and that limit; also: 0% is about no effect
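TRPV1-expressing cells were cultured overnight at 35.5C and loaded with Fluo-8 calcium dye for 40 to 90 min at room temperature. After a 10 s baseline, compound was added and calcium influx was read kinetically for 3 min (ex 480/em 520 nm).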
BRCA1 expr up – activators of BRCA1 expression; MCF7-BRCA1-FFLuc reporter, luminescence, 48 h; response scale: scaled: vehicle 0%, 10 µM genistein 100%; Potency, µM (doses to about 46.1 µM), without a hit: top-dose activation, most hits filed as activators; 380,000 compounds, 1.1% hits; also: potency is read from the fitted curve at half-maximal effect; nearly all actives have a fitted effect of over 80% in size; some results filed as inactive show a strong effect at the top dose
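MCF7 cells carrying a BRCA1-firefly luciferase reporter (2000 cells/well, phenol-red free MEM) were attached for 2 h at 37 °C, then given compounds for 48 h. Luminescence was read 15 min after luciferase reagent; activity normalized to genistein (10 microM) and DMSO.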
p53 reactivation – restores transcriptional activity of mutant p53. H1299 p53-A138V BP100-luciferase reporter, luminescence, 24 h. 320,000 compounds, 0.063% hits. Potency, µM (highest dose often 92.2 µM), inactives show at the top dose activity change, positive = activation, most hits filed as activators; also: potency is read from the fitted curve at half-maximal effect; % of control where 0% means no effect; nearly all actives have a fitted effect of over 45% in size
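H1299 (p53-null), stable ts p53-A138V + BP100-Luc; 1000 cells/well, Opti-MEM/10% FBS; cpd 4 pt, 1:5; 24 h, 37 deg C, 5% CO2; detection reagent 10 min RT; luminescence.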
Rab9 prom act – activates the Rab9 promoter; Huh7 Rab9 promoter-luciferase reporter, luminescence, 24 h; Potency, µM (doses to about 9.22 µM), for inactives: at the highest dose activation, negative = inhibition, most hits filed as activators; 320,000 compounds, 2.8% hits; also: potency is read from the fitted curve at half-maximal effect; % of control where 0% means no effect; nearly all actives have a fitted effect of over 60% in size
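Luciferase signal after 10 min detection reagent at ambient indicates Rab9 promoter upregulation; stably transfected Huh7 cells were treated 24 h with compound in DMSO at 37 °C, 5% CO2.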
RORgamma inh – inhibitors of mouse ROR gamma transcriptional activity; 310,000 compounds, 5.4% hits; Drosophila S2 Gal4-RORgamma UAS-luciferase reporter, 20 h; AID 2551; Potency, µM (top dose mostly 53.6 µM), for the others: top-dose activity change, negative = inhibition, most hits filed as inhibitors; P51450; also: potency is read from the fitted curve at half-maximal effect; % is scaled to controls: 0 for no effect and ±100 for the full control effect; nearly all actives have a fitted effect of over 60% in size
Target sequence (P51450 whole entry, looked up, the tested form may be a part): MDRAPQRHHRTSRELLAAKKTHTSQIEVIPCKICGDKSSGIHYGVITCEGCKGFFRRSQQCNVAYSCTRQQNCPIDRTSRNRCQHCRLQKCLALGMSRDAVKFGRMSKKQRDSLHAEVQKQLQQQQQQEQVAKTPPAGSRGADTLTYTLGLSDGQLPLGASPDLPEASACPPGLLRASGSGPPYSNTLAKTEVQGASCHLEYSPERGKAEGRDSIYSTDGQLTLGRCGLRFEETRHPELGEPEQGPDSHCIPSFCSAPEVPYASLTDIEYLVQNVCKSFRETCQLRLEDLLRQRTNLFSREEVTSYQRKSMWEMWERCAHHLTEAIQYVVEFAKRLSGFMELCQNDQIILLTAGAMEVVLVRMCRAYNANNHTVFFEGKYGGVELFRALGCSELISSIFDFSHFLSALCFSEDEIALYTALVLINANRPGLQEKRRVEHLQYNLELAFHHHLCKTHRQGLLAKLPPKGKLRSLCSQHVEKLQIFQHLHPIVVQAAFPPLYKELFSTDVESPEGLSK
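Stably transfected Drosophila Schneider cells are the test system, with ROR gamma fused to Gal4 and luciferase under UAS control; luminescence is read after 20 hr of 700 uM copper sulfate induction at ambient temperature.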
Starred values were filed as active, the others as inactive; ? = inconclusive; . = not tested or not shown; & = joins results of further samples; ! = not confirmed by another sample; [ ] = dose if it differs, or a comment. Unless noted, calls follow the shape of the dose curve; as a rule, active = well fitted curve in the direction sought with a large enough effect; inconclusive = small, poorly fitted or top-dose-only effect, or another doubt; inactive = no such curve, though single readings can be large; an effect the other way counts as inactive or inconclusive.

canonical_smiles	ELG1 repair inh	FLuc modulator	Tb PFK block	NPC1 prom act	Gal4-VP16 FLuc	ELG1 genotoxic	TRPV1 agonist	BRCA1 expr up	p53 reactivation	Rab9 prom act	RORgamma inh
Cc1nnc(N2C(=O)C(=O)/C(=C(/O)c3ccc4c(c3)OCCO4)C2c2ccc(F)cc2)s1 (stereo not given)	13%	-12%	4%	-4%	2%	4%	-4	0%	6%	-1%	-1%
Cc1ccc(-n2ncc(N(C)C)c(Cl)c2=O)cc1	?	5.4µM*	-1%	0.4µM*	?	?	.	5%	-2%	1.1µM*	11µM*
Cc1c(C)c2cc(Cl)c(OCc3nn[nH]n3)cc2oc1=O	10%	9%	5%	0%	-6%	-6%	-5	-16%	6%	7%	24%
CCCCCc1c(C)nc(N2CCN(Cc3ccc4c(c3)OCO4)CC2)[nH]c1=O	-16%	2%	-9%	1%	-12%	-8%	4	3%	-2%	1%	-5%
O=C(NCCN1CCOCC1)c1csc2c1CCCC2	25%	-1%	-4%	4%	0%	7%	3	25%	-1%	-17%	-35%
COC(=O)c1ccc(NC(=O)CN(C)S(=O)(=O)c2ccc(OC)c(C)c2)cc1	?	1%	-6%	1%	-11%	-7%	3	7%	-7%	-5%	29%
Cc1cc(=O)n2cccc(O)c2n1	?	?	-3%	0%	1.8µM*	-12%	1	15%	3%	4%	0.89µM*
Cc1cc(C)c2c(c1)OC(=O)CC2c1ccc2c(c1)OCO2 (stereo not given)	-3%	.	0%	.	.	4%	.	9%	1%	.	.
O=C(Cc1cc(=O)[nH][nH]1)N/N=C/c1c(Cl)cccc1Cl	12%&3%	4%&-6%	0%&7%	-3%&-1%	?	2%&-1%	3&-2	-20%&-21%	5%&-5%	-3%&-2%	21%&-11%
CC(/C=C\c1cccnc1)=C/C(=O)O	8%&22%	0%&2%	15µM*!	3%&2%	-12%&2%	-1%&1%	2&2	2%&4%	16%&-2%	-1%&0%	0%&7%
COc1ccccc1-c1nnc(SC(C)C(=O)Nc2ccc(C(N)=O)cc2)o1 (stereo not given)	0%	-9%	9%	9%	.	11%	-2	-17%	-3%	-2%	.
CCOC(=O)C(=CNc1ncccc1C)C(=O)OCC	4%	-10%	1%	-3%	4%	-1%	25	21%	-1%	5%	39%
O=S(=O)(NCCN1CCCC1)c1ccc(Cl)cc1	-7%	0%	0%	-1%	-12%	-5%	-1	-21%	-3%	-7%	-11%
COc1ccc(COc2cccc(C=O)c2)cc1	?	24µM*	-11%	?	.	-1%	2	?	0%	?	.
Cc1ccc(NC(=S)N(CCN(C)C)C(C)c2cccnc2)c(C)c1 (stereo not given)	?	-2%	-7%	0%	-14%[10 µM]	3%	1	-3%	1%	-8%	9%
O=C(NCc1ccccc1C(F)(F)F)C1CC(O)CN1C(=O)Nc1ccccc1 (stereo not given)	-12%	-5%	3%	-1%	1%	-1%	1	32%	4%	-2%	7%[1.91 µM]
CC1=NN(c2ccccc2)C(=O)/C1=C\c1cn(CCC#N)nc1-c1ccc(Cl)cc1	-2%	0%	3%	1%	2%	12%	6	-26%	-10%	1%	-15%
O=C(CCc1ccccc1)N1CCN(CCO)CC1	-1%	0%	3%	2%	-2%	0%	.	-6%	0%	1%	-15%
COC(=O)c1ccc(-c2nc3cc(N)ccc3o2)cc1	?	1.2µM*	7%	22%	-13%	?	2	-27%	-13%	?	-41%
O=C(Nc1nccs1)C1CCN(S(=O)(=O)c2cccnc2)CC1	7%	-1%	-6%	2%	-9%	-5%	.	-13%	2%	-16%	19%
Cc1cc(C)nc(-n2ncc3c2CC(c2cccc(Cl)c2)CC3=O)n1 (stereo not given)	?	-1%	6%	-2%	-2%	1%	29	-39%	-9%	-4%	-2%
COc1ccc(NC(=O)CCCCCN2C(=O)CCC2=O)cc1Cl	0%	2%	1%	-1%	14%	0%	-5	4%	1%	-1%	-21%
O=C(OCC(=O)N1CCN(C(=O)c2ccco2)CC1)c1sc2cc(F)ccc2c1Cl	8%	-13%	-2%	1%	1%	4%	1	0%	-6%	0%	-5%
CC(=O)Oc1c(C(=O)c2nnc(C)o2)c(=O)n(C)c2ccccc12	?	1%	0%	-2%	-12%	-4%	-1	-22%	-9%	-8%	5%
CCOC(=O)c1ccccc1NC(=O)c1ccc2nc[nH]c2c1	?	-14%	-13%	2%	-8%	2%	3	-12%	11%	-3%	-3%
CCOc1c(C#N)c(C#N)c2nc(C)cc(C)n12	-1%	6%	0%	0%	0%	0%	-1	2%	0%	2%	4%
CCOc1ccc(Nc2nc(Cc3nnc(SCC(=O)N(CC)CC)n3C)cs2)cc1	?	-18%	-2%	0%	?	-3%	4	-20%	-8%	8%	?
CC(NC(=O)CCc1c[nH]c2ccccc12)c1ccccc1 (stereo not given)	-2%	0%	-2%	-10%	5%	-1%	-3	0%	6%	-1%	1%
CC1=C(C(=O)OC(C)C)C(c2ccco2)NC(=O)N1 (stereo not given)	0%	1%	-16%	-2%	0%	-1%	5	0%	8%	-3%	13%
Cn1c(C(=O)Nc2ccc3c(c2)OCCO3)cc2sccc21	?	1.1µM*	1%	1.3µM*	1%	2.1µM*	3	?	?	1.1µM*	12%

Quoted at random: 4 records from the list, in no set order.
canonical_smiles	ELG1 repair inh	FLuc modulator	Tb PFK block	NPC1 prom act	Gal4-VP16 FLuc	ELG1 genotoxic	TRPV1 agonist	BRCA1 expr up	p53 reactivation	Rab9 prom act	RORgamma inh
CC(=O)Oc1c(C(=O)c2nnc(C)o2)c(=O)n(C)c2ccccc12	?	1%	0%	-2%	-12%	-4%	-1	-22%	-9%	-8%	5%
CC(NC(=O)CCc1c[nH]c2ccccc12)c1ccccc1 (stereo not given)	-2%	0%	-2%	-10%	5%	-1%	-3	0%	6%	-1%	1%
CC1=C(C(=O)OC(C)C)C(c2ccco2)NC(=O)N1 (stereo not given)	0%	1%	-16%	-2%	0%	-1%	5	0%	8%	-3%	13%
CCOc1c(C#N)c(C#N)c2nc(C)cc(C)n12	-1%	6%	0%	0%	0%	0%	-1	2%	0%	2%	4%

(list continues)
canonical_smiles	ELG1 repair inh	FLuc modulator	Tb PFK block	NPC1 prom act	Gal4-VP16 FLuc	ELG1 genotoxic	TRPV1 agonist	BRCA1 expr up	p53 reactivation	Rab9 prom act	RORgamma inh
Cc1ccc(-n2nnnc2SCC(=O)c2cc(C)n(-c3cc(C)on3)c2C)c(C)c1	?	-6%	2%	5%	?	-4%	2	-66%	-2%	12%	?
O=C(CCn1nnc2ccccc2c1=O)NCC1CCC(C(=O)O)CC1 (stereo not given)	3%	-1%	1%	-6%	-9%	1%	-3	2%	-5%	9%	?
ClCc1nc2ccccc2n1Cc1ccccc1	-17%	-2%	-1%	-2%	-6%	-7%	-2	-5%	-8%	-1%	16%
Cc1ccc(S(=O)(=O)N(CCCO)Cc2cc3c(C)ccc(C)c3[nH]c2=O)cc1	-11%	7%	-1%	-3%	10%	-8%	2	-1%	-7%	0%	3%
N#C/C(C(=O)N1CCOCC1)=c1\s/c(=C/c2ccncc2)c(=O)n1-c1ccccc1	10%	0%	-1%	2%	-7%	-4%	1	.	-2%	-4%	-22%
COc1cccc(-n2c(C)c3c(OC)cccc(=O)c3c2C)c1	13%	?	4%	0%	?	0%	4	44%	-2%	10%	6.3µM*
Cc1ccc2nc3c(cc(C(=O)NC4CCCCC4)c(=N)n3C3CCCCC3)c(=O)n2c1	0%	-2%	2%	-4%	-1%	1%	4	-10%	7%	8%	-12%
